# ssDAF12 agonist = activators of S. stercoralis DAF-12 nuclear receptor. HEK293 ssDAF-12/GRIP1 lit1-tk-luc reporter, luminescence; % of 3 µM dafachronic acid response. activation, % at 6.8 µM. 370,000 compounds, 1% hits;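 active means activation above the mean over all tested compounds plus 3 SD, cut at about 0.9% in these data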;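 further: 0% = DMSO-only wells and 100% = 3 µM delta7-dafachronic acid wells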
# hgDAF-12 ag = hgDAF-12 agonism, primary luciferase screen | AID 687014 | 370,000 compounds, 1.8% hits | activation, % at 6.8 µM | HEK293 GAL4-hgDAF12 UAS-luciferase reporter, agonist luminescence; normalized to butyrate control;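 active means activation above a cutoff set at the mean of all screened compounds plus 3 SD, cut at about 10% in these data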;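 further: 0% = DMSO wells and 100% = sodium butyrate wells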
# HGIII-sPLA2 inh = Inhibits HGIII-sPLA2 liposome hydrolysis, primary screen. 370,000 compounds, 0.56% hits. QFRET BODIPY PC-A2 liposome hydrolysis, fluorescence. inhibition, % at 12.2 µM. Q9NZ20;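 active means inhibition above mean plus 3 SD of compounds lying within the high and low control bounds, cut at about 19% in these data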;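 further: 0% = median of test compound wells and 100% = no enzyme DMSO wells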
# Target sequence (Q9NZ20 whole entry, looked up): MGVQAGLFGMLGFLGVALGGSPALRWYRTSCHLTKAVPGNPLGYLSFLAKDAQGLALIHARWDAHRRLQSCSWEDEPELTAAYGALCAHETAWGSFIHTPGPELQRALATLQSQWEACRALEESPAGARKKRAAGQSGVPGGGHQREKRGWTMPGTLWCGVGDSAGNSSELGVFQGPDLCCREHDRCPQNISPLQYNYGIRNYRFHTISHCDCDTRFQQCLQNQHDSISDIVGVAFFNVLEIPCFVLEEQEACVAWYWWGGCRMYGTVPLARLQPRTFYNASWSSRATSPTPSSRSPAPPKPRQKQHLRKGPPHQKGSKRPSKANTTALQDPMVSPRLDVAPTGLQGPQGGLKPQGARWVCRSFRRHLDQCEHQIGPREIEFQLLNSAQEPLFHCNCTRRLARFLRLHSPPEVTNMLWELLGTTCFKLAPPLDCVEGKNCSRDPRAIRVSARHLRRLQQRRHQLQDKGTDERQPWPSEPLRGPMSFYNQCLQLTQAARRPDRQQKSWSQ
# NPR2 activator = GC-B (human) receptor activation; activation, % at 10 µM; 370,000 compounds, 0.11% hits; HEK293-GC-B cells, CNP EC30, cGMP TR-FRET; 0% at EC30 CNP, 100% saturating CNP;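 active means activation at 10 µM reaching about 35% in either raw or pattern-adjusted values, limit read from the data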
# DAX1 inh-1 = inhibitors of human orphan nuclear receptor DAX1 (NR0B1) | inhibition, % at 6.75 µM | HEK293 Gal4-DAX1 luciferase reporter, luminescence | 340,000 compounds, 0.99% hits | P51843 | AID 504766;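 active means inhibition above the mean over all tested compounds plus 3 SD, cut at about 4.2% in these data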;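 further: 0% = DAX1-transfected cells with DMSO and 100% = empty-vector control cells with DMSO; inhibition shows as a rise in luminescence from relieved DAX1 repression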
# Target sequence (P51843 207-470 limits assumed): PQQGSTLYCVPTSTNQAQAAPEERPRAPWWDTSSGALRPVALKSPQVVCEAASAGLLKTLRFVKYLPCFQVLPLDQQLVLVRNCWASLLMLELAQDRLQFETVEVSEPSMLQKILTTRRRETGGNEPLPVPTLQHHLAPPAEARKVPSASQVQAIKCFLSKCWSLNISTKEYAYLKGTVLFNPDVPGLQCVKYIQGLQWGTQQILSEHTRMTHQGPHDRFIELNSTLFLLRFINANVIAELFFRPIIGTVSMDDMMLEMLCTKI
# hcDAF-12 act = activates DAF-12 receptor from parasite H. contortus; AID 652067; HEK293 hcDAF-12 lit1-tk-luc reporter, luminescence; 0% DMSO, 100% Δ7-dafachronic acid; 370,000 compounds, 1.4% hits; activation, % at 6.8 µM;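 active means activation above the mean of all tested compounds plus 3 SD, cut at about 5.5% in these data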;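 further: 100% = response to 3 µM Δ7-dafachronic acid high control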
# GC-A act = GC-A (human) enzyme activation; P16066; HEK293 GC-A cells, cGMP TR-FRET, EC30 ANP; 0% at EC30 ANP, 100% saturating ANP; activation, % at 10 µM; 370,000 compounds, 0.14% hits; AID 1671463; in the data active means activation above about 40%
# FXN GAA850 act = frataxin GAA850 promoter activation. HEK293 lucGAA850 FXN promoter luciferase reporter, 24 h; percent of 10 µM SAHA response. activation, % at 6 µM. 360,000 compounds, 0.56% hits. AID 540364;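 active means activation above the average of all compounds screened plus 3 SD, cutoff fixed separately per campaign, cut at about 7.5% in these data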;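 further: 0% = DMSO wells and 100% = 10 µM SAHA wells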
# proKLK7 act = activates the human kallikrein-7 zymogen; 370,000 compounds, 0.9% hits; purified proKLK7, EDANS-DABCYL substrate fluorescence; 100% is mature enzyme control, 0% vehicle; activation, % at 7 µM; AID 652039;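 active means activation above the mean of all tested compounds plus 3 SD, computed per campaign excluding outliers beyond control limits, cut at about 13% in these data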
# DAX1 inh-2 = DAX1 (NR0B1) inhibition, primary screen; HEK293T StAR-luciferase reporter, SF-1/DAX-1 repression relief; inhibition, % at 6.8 µM; 370,000 compounds, 1.1% hits; AID 652010;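 active means inhibition above the mean over all tested compounds plus 3 SD, cut at about 3.6% in these data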;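 further: 0% = DAX-1 cells with DMSO and 100% = cells lacking DAX-1 with DMSO; higher inhibition means more luminescence from relief of DAX-1 repression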
# SMARCA2 act = activators of SMARCA2 function; MG213 cells, MMTV-luciferase reporter, dexamethasone, overnight; AID 652017; activation, % at 9.1 µM; 370,000 compounds, 1% hits; in the data active means activation above about 7.8%;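 further: 0% = vehicle wells and 100% = reference activator wells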
# * = called active by the depositor; nt = not tested or not shown.
1. Cc1nc(SCc2nc3ccc(Br)cc3[nH]2)c2oc3ccccc3c2n1
2. S=C(Nc1ccccc1)N1CCn2c(nc3ccccc32)C1
3. CCNC(=S)NNC(=O)CSc1nc2ccccc2[nH]1
4. CCCC1(CCC)C(=O)NC(=NCCc2ccc(OC)c(OC)c2)NC1=O
5. CCc1ccc(NC(=O)c2cc(Br)ccc2Br)cc1
6. Cc1ccc(S(=O)(=O)c2nc(-c3ccc(F)cc3)oc2SCC(=O)NCC2CCCO2)cc1 (configuration not stated)
7. CC1(C)NC(=O)N(CCCOc2ccc(Br)cc2Cl)C1=O
8. CC(=O)c1nn(-c2ccc(Cl)cc2)c(=O)[nH]c1=O

assay / entry	1	2	3	4	5	6	7	8
ssDAF12 agonist	-1.5	-1.2	-0.9	-1.7	-2.3	-0.3	-1.0	-1.8
hgDAF-12 ag	-1.5	2.1	-0.8	1.1	1.5	1.1	7.6	0.0
HGIII-sPLA2 inh	-9.4	-0.8	14.6	8.9	-4.2	4.5	4.4	-3.4
NPR2 activator	-8.9	-4.7	2.1	1.3	4.3	5.4	2.3	-10.6
DAX1 inh-1	-1.1	0.1	-0.3	-0.5	nt	0.2	1.8	-0.1
hcDAF-12 act	-1.5	-0.3	-0.8	-2.0	0.3	0.0	1.3	-2.0
GC-A act	-4.5	-0.7	1.7	0.4	-2.8	4.1	10.6	-1.6
FXN GAA850 act	1.1	-2.3	0.2	-1.1	nt	-0.6	3.3	2.5
proKLK7 act	-8.8	-0.8	-0.2	-0.2	0.8	-0.3	-0.4	-0.4
DAX1 inh-2	-0.6	0.1	0.3	-0.4	-0.1	-0.2	1.4	-0.3
SMARCA2 act	-0.4	0.4	0.0	0.6	0.0	-1.7	3.5	0.9

# Along the list, as entered above:
# hcDAF-12 act, nos. 1–5, in order: -1.5, -0.3, -0.8, -2.0, 0.3

# (further entries)
9. O=C1CSC(=Nc2ccccc2[N+](=O)[O-])N1
10. O=c1cc(-c2ccccc2)nc(SCCOc2ccccc2Cl)[nH]1
11. Cc1ccc(NC(=O)c2cccc(C(F)(F)F)c2)cc1NC(=O)c1[nH]cnc1C(N)=O
12. CC(=NO)c1ccc2c(c1)C(=NO)c1ccccc1-2
13. O=C(NCCc1csc(-c2cccnc2)n1)c1ccccc1
14. Cc1nc2nc(C)c(CCC(=O)N3CCOCC3)c(C)n2n1
15. CCCN(CC(=O)Nc1cc(Cl)cc(Cl)c1)CC(=O)Nc1ccc(F)c(F)c1F
16. Cc1ccc([N+](=O)[O-])cc1NC(=O)c1ccc(C(C)(C)C)cc1

assay / entry	9	10	11	12	13	14	15	16
ssDAF12 agonist	-1.2	-0.2	-0.9	-1.2	-0.8	-1.3	-1.2	-1.0
hgDAF-12 ag	-1.9	0.0	-1.8	-0.9	1.6	2.3	3.6	0.0
HGIII-sPLA2 inh	-1.7	-3.7	7.6	-31.6	-1.8	1.5	-20.8	13.6
NPR2 activator	0.1	-0.8	2.7	-10.4	2.1	0.9	-8.4	5.5
DAX1 inh-1	-0.1	0.2	-1.5	4.1	0.1	0.8	-0.8	-1.4
hcDAF-12 act	1.2	-0.8	1.3	0.0	-0.4	-1.1	-0.4	-0.6
GC-A act	3.5	-3.1	1.2	-4.2	3.4	3.7	-6.8	-6.4
FXN GAA850 act	3.0	0.4	3.8	1.2	0.1	-1.1	1.5	-1.9
proKLK7 act	0.2	0.0	-6.0	0.9	0.0	-0.6	0.2	-0.4
DAX1 inh-2	0.9	0.3	0.2	-0.1	0.1	0.3	-0.5	0.4
SMARCA2 act	0.4	-3.5	0.1	4.1	-1.3	3.0	-3.8	-5.4

17. COc1ccc(/C=C/c2nnc(NC(=O)CC(C)C)s2)cc1
18. COc1ccc(-c2[nH]ncc2CN2CCC(N3CCSCC3)CC2)c(F)c1
19. O=C1C=C(Nc2cccc(Cl)c2)CC(c2ccco2)C1 (configuration not stated)
20. O=C(N/N=C/c1cccc(Cl)c1)c1c(O)c2c([nH]c1=O)CCCC2
21. O=C(O)CC(C(=O)O)C(c1ccccc1)c1ccccc1 (configuration not stated)
22. CC1(C)OC(=O)C2=C(C[C@@H](CCOCc3ccccc3)O[C@@H]2c2ccc(F)cc2)O1
23. COC(=O)[C@]12CCCCC=C1N(Cc1ccccc1)C(=O)[C@H](CC(=O)NCc1cccs1)C2
24. CCc1cccc(C)c1NC(=O)CSc1nc2ccccc2n1CC(=O)N(C)C

assay / entry	17	18	19	20	21	22	23	24
ssDAF12 agonist	-0.9	-1.7	-1.3	-1.4	0.8	-0.8	-1.0	-1.7
hgDAF-12 ag	-1.1	-2.0	-0.1	2.7	2.1	-1.5	-2.9	3.0
HGIII-sPLA2 inh	-4.8	-3.9	-5.4	4.3	5.1	-8.4	5.6	4.7
NPR2 activator	-6.0	1.0	-9.9	-2.9	7.6	-0.1	-2.5	1.6
DAX1 inh-1	0.7	-0.4	-0.5	0.3	-1.2	nt	nt	-0.2
hcDAF-12 act	-1.9	0.1	-1.1	3.8	0.5	-1.8	-1.1	0.0
GC-A act	-9.3	-2.0	-1.1	-1.9	3.1	-2.9	-5.2	-0.6
FXN GAA850 act	1.9	3.0	3.4	3.0	1.3	nt	nt	-0.8
proKLK7 act	0.3	0.1	-0.9	0.0	-0.4	0.7	0.4	0.7
DAX1 inh-2	-0.4	1.0	-0.2	1.1	-0.3	-2.0	0.0	-0.8
SMARCA2 act	-0.6	-1.3	-0.6	-2.6	2.1	-3.8	-4.2	-0.2

# From compound 17 as far as 20, copied from above:
17. COc1ccc(/C=C/c2nnc(NC(=O)CC(C)C)s2)cc1
18. COc1ccc(-c2[nH]ncc2CN2CCC(N3CCSCC3)CC2)c(F)c1
19. O=C1C=C(Nc2cccc(Cl)c2)CC(c2ccco2)C1 (configuration not stated)
20. O=C(N/N=C/c1cccc(Cl)c1)c1c(O)c2c([nH]c1=O)CCCC2

assay / entry	17	18	19	20
ssDAF12 agonist	-0.9	-1.7	-1.3	-1.4
hgDAF-12 ag	-1.1	-2.0	-0.1	2.7
HGIII-sPLA2 inh	-4.8	-3.9	-5.4	4.3
NPR2 activator	-6.0	1.0	-9.9	-2.9
DAX1 inh-1	0.7	-0.4	-0.5	0.3
hcDAF-12 act	-1.9	0.1	-1.1	3.8
GC-A act	-9.3	-2.0	-1.1	-1.9
FXN GAA850 act	1.9	3.0	3.4	3.0
proKLK7 act	0.3	0.1	-0.9	0.0
DAX1 inh-2	-0.4	1.0	-0.2	1.1
SMARCA2 act	-0.6	-1.3	-0.6	-2.6

# Only hcDAF-12 act and ssDAF12 agonist (two entries from above):
item	mol	hcDAF-12 act	ssDAF12 agonist
21	O=C(O)CC(C(=O)O)C(c1ccccc1)c1ccccc1 (configuration not stated)	0.5	0.8
22	CC1(C)OC(=O)C2=C(C[C@@H](CCOCc3ccccc3)O[C@@H]2c2ccc(F)cc2)O1	-1.8	-0.8

# Screens: PubChem BioAssay, several laboratories
